mIAP activ: mouse IAP activation | muIAP, CDP-Star luminescence, 30 min; hits give high values; 1 = vehicle-only enzyme signal, 0 = enzyme-free wells | activation factor at 10 µM | actives 0.24% (n = 330,000) | AID 2805;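 active means activation factor of at least 2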; further: the source names both 10 and 20 µM as test concentration; values of inactives mirror those of a sister screen read the other way
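System: mouse IAP enzyme. Reagent: CDP-Star chemiluminescent phosphatase substrate. Benchmarks: DMSO wells, no-enzyme wells. Times: 30 min enzyme-substrate-compound incubation at room temperature. Detection: luminescence from enzymatic CDP-Star hydrolysis. Doses: test compounds delivered from DMSO solution.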
tim10-1 inh: inhibits growth of tim10-1 mutant yeast; inhibition, % at 20 µM; AID 463190; S. cerevisiae tim10-1 ts strain growth, BacTiter-Glo, 24 h; actives 2.2% (n = 330,000);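 active means inhibition of at least 40%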;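 further: mutant grown at 25 °C; 0% = DMSO wells with yeast and 100% = wells holding no yeast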
Apaf-1 inh: inhibitors of human Apaf-1 apoptosome; O14727; reconstituted apoptosome caspase-3 activity, DEVD-Rh110 fluorescence; inhibition, % at 20 µM; actives 0.71% (n = 330,000); active means inhibition of at least 40% at 20 µM;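 further: plate controls were DMSO wells for no effect and DEVD-CHO caspase inhibitor wells for full effect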
Target sequence (O14727 whole entry, looked up): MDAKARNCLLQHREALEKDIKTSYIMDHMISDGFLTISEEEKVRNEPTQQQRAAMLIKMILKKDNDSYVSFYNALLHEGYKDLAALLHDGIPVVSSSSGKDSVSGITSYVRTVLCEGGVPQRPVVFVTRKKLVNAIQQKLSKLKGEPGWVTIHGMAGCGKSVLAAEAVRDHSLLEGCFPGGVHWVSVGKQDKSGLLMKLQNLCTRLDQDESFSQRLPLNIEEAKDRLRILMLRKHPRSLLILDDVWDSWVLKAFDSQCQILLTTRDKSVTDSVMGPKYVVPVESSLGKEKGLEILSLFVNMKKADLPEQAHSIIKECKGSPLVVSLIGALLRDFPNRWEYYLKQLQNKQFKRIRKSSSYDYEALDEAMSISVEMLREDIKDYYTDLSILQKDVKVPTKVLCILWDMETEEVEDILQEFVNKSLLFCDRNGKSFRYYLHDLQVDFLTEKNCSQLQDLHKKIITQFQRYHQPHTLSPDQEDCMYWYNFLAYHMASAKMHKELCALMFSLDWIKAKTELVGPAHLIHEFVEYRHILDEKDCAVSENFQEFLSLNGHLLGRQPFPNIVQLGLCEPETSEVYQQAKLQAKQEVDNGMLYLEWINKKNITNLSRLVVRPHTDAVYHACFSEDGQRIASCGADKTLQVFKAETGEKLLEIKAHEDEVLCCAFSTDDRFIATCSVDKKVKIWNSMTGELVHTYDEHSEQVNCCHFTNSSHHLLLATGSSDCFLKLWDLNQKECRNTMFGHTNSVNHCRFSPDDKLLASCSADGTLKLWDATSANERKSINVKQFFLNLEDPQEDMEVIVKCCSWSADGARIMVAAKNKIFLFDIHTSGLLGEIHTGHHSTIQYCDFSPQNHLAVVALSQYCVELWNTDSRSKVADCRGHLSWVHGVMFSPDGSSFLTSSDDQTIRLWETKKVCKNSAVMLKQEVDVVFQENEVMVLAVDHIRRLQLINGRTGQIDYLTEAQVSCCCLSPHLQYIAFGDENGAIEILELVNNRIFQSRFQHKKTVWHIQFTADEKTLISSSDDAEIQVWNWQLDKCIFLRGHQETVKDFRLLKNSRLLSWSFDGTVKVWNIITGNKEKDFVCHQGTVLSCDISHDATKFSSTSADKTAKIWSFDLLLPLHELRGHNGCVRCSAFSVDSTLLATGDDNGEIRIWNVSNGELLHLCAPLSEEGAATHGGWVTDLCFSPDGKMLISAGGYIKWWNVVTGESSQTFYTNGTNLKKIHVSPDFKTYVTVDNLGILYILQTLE
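Material: biochemical Apaf-1 apoptosome reconstitution. Medium: Hepes buffer, pH 7.5. Also added: cytochrome c activation, bis-DEVD rhodamine 110 substrate. Timing: 30 min compound preincubation, 50 min activation, room temperature. Measured by: rhodamine 110 fluorescence at Ex 480/Em 540 nm.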
TIM10 inh: growth inhibitors of TIM10 yeast strain | inhibition, % at 10 µM | S. cerevisiae TIM10 strain growth, BacTiter-Glo luminescence, 24 h | actives 1.4% (n = 330,000);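 active means inhibition of 40% or more at the single tested concentration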;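 further: wild-type TIM10 isogenic control strain grown at permissive 25 °C; 0% = DMSO yeast wells and 100% = minimal medium wells without yeast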
hIAP inh: blocks human intestinal alkaline phosphatase; P09923; purified IAP, CDP-Star luminescence, 30 min; inhibition, % at 10 µM; actives 0.12% (n = 330,000); AID 2544;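 active means inhibition reaching a set limit with compound at 10 µM in the primary screen, cut at about 35% in these data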;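 further: plate controls were DMSO wells with enzyme for no effect and no-enzyme buffer wells for full effect; values of inactives mirror those of a sister screen read the other way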
hIAP act: human IAP activation. actives 0.16% (n = 330,000). purified human IAP, CDP-Star luminescence, 30 min; hits give high values; 1 = vehicle-only enzyme, 0 = enzyme-free background. P09923. activation factor at 10 µM;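 active means activation factor of the enzyme at least 2-fold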; further: the source names both 10 and 20 µM as test concentration; values of inactives mirror those of a sister screen read the other way
NALP3 yeast inh: blocks the NALP3 inflammasome reconstituted in yeast. actives 0.39% (n = 330,000). inhibition, % at 10 µM. Yeast reconstituted NLRP3/ASC/caspase-1, beta-gal luminescence, 24 h;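 active means inhibition of 50% or more; inactive means inhibition below 50%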;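 further: plate controls were induced DMSO wells for no effect and uninduced yeast grown without galactose for full effect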
ATG4B inh: blocks human ATG4B protease cleavage of LC3 substrate; inhibition, % at 8.33 µM; actives 0.51% (n = 340,000); Q9Y4P1; ATG4B cleavage of LC3-PLA2, NBD-HPC fluorescence, 1 h; AID 504462; in the data active means inhibition above about 40%
mIAP block: mouse IAP inhibition; purified mouse IAP, CDP-Star luminescence, 30 min; inhibition, % at 10 µM; actives 0.2% (n = 330,000); AID 2806;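 active means inhibition of at least 40% at 10 µM in the primary screen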;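 further: plate controls were DMSO with enzyme for no effect and no enzyme wells for full effect; values of inactives mirror those of a sister screen read the other way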
* = called active by the depositor.

SMILES	mIAP activ	tim10-1 inh	Apaf-1 inh	TIM10 inh	hIAP inh	hIAP act	NALP3 yeast inh	ATG4B inh	mIAP block
Cc1cccc(C(=O)N2CCN(S(=O)(=O)N3CCCCCC3)CC2)c1	1	10	8	15	8	0.93	14	-5	-2
CC(C)CC(=O)NC(Nc1ccc([N+](=O)[O-])cc1)C(Cl)(Cl)Cl (centres undefined)	0.96	29	-7	30	-5	1.1	2	3	4
Nc1c(C(=O)N2CCCCC2)sc2nc3c(cc12)CCCC3	0.97	17	5	11	6	0.94	29	8	3
Cc1cc(C2(c3cc(C)c(NC(=O)CN4CCOCC4)c(C)c3)CCCCC2)cc(C)c1NC(=O)CN1CCOCC1	1	2	8	4	-1	1	12	-4	-1
O=C1c2ccccc2C(=O)N1CCSc1ncn[nH]1	0.94	10	-11	7	-2	1	-10	-10	6
O=C(c1ccc(OC2CCN(Cc3ccccn3)CC2)cc1)N1CCCCO1	1.1	-9	-4	-18	-12	1.1	3	-2	-12
O=C(Nc1ccon1)c1cccc(S(=O)(=O)N2CCCCCC2)c1	0.92	24	5	23	12	0.88	8	-2	8
Nc1nc(NS(=O)(=O)c2ccc(Cl)cc2)nn1-c1ccccc1	1	13	-27	-7	8	0.92	-7	0	-4
CCN1CCCC1Cn1cnc2c([nH]c3ccc(OC)cc32)c1=O (centres undefined)	0.96	11	-18	-7	3	0.97	4	-9	4
Cc1ccc(S(=O)(=O)N2[C@@H](c3ccc(Cl)c(Cl)c3)C(C(=O)O)=C[C@H]2CC2CCCC2)cc1	0.95	25	16	6	-4	1	17	25	5
O=C(COC(=O)c1ccccc1Br)NCCC1=CCCCC1	0.9	15	-8	17	0	1	8	1	10
COc1ccc(NC(=O)N2CCCC2C(=O)NC2CCCC2)cc1 (centres undefined)	1	-14	12	-6	6	0.94	23	5	-1
COc1ccc(-c2cc(=O)[nH][nH]2)cc1	0.95	0	17	5	-18	1.2	5	-1	5
CSc1cccc(NC(=O)c2ccc(NC3=NC4CS(=O)(=O)CC4S3)cc2)c1 (centres undefined)	0.94	-12	-6	-8	10	0.9	10	-27	6
Cc1cc(=O)[nH]c2cc(O)ccc12	0.95	-11	-19	13	3	0.97	8	-8	5
COc1ccc(C(=O)COC(=O)c2c(-c3ccccc3)noc2C)c(OC)c1	0.92	20	16	-4	-2	1	-5	1	8
O=C(C1=C(O)C(=O)N(c2ncccn2)C1c1cccc(Cl)c1)c1ccco1 (centres undefined)	0.93	16	-11	17	16	0.84	4	2	7
Cc1cc(-c2ccccc2)cc(-c2ccccc2)[n+]1C	1	8	3	-8	0	1	-22	-2	-2
Nc1nc(C(F)(F)F)cc(=O)[nH]1	0.97	-6	-7	4	6	0.94	-1	-6	2
COc1cccc(C(=O)C2CN(c3ccccc3)CC2c2ccc(Cl)cc2)c1 (centres undefined)	0.97	22	0	14	19	0.81	-5	7	3
Cc1ccc(NC(=O)CSc2nccn2Cc2ccco2)c(C)c1	0.99	6	9	11	-25	1.2	11	-11	1
COc1ccc(CCNC(=O)c2ccccc2C(=O)NCCc2ccc(OC)cc2)cc1	0.9	7	-2	-1	1	0.99	-4	1	10
Cc1nc(-c2nc(-c3c(C(=O)NNC(=O)Nc4cccc(Cl)c4)noc3C)cs2)cs1	0.9	18	-5	1	0	1	17	-8	10
CCCC(=O)Nc1nnc(SCC(=O)Nc2nc(C)cs2)s1	0.88	-16	-2	-18	19	0.81	17	0	12
CC1CCCCN1C(=O)C12CCC(C)(/C(=N/O)C1)C2(C)C (centres undefined)	0.94	14	7	3	-26	1.3	-5	-2	6
O=C(Nc1nccs1)c1c(O)c2c([nH]c1=O)CCCC2	1.1	-51	-3	-35	-2	1	19	3	-5
Cc1ccc(C(=O)Nc2ccc(N3CCN(C(=O)c4cccs4)CC3)cc2)c(Cl)c1	1.1	35	12	5	-3	1	21	-7	-10
Cc1csc2nc(CNC(=O)CCC(=O)O)cn12	0.97	-7	-1	7	10	0.9	-6	3	3
Cc1cccc(/C(N)=N/OC(=O)c2cccs2)c1	0.94	65*	4	79*	14	0.86	-23	-12	6
COc1ccc(SCC(=O)Nc2ccc(N3CCN(C)CC3)c(F)c2)cc1	1	-4	-2	-1	-12	1.1	9	-11	-1
CC1(C)NC(=O)N(CCCOc2ccc3c(c2)CCC3)C1=O	1.1	14	-1	8	9	0.91	12	-4	-7
Cc1ccccc1C(=O)/C=C1/SCC(=O)N1C	0.94	0	2	-1	13	0.87	14	-4	6
CCN(CC)C(=O)C1CCCN(C/C=C/c2ccccc2)C1 (centres undefined)	1.1	12	-5	-7	0	1	11	1	-6
Cn1ncc(Cl)c1C(=O)Nc1ccc(CN2CCCCC2)cc1	0.96	2	12	3	-25	1.2	10	-12	4
CCOc1ccc(NC(=O)c2cc(OC)nc3ccccc23)cc1	0.91	9	1	-4	18	0.81	22	3	9
COc1n[nH]c(C(=O)Nc2cc(Cl)ccc2Cl)c1[N+](=O)[O-]	0.93	1	-8	30	-4	1	33	-7	7
Cc1ccc(C(=O)Nc2ccccc2C(=O)N2CCOCC2)cc1[N+](=O)[O-]	0.95	15	10	-7	-11	1.1	4	1	5
O=C1N[C@@H](c2ccccc2)COC(=O)[C@@H](Cc2ccc(F)cc2)C/C=C\C[C@@H]1CC(=O)N(CCO)Cc1ccccc1	0.89	1	28	5	-1	1	8	50*	11
COc1ccc(CC(=O)NCCCSc2ccccc2)cc1OC	0.89	-2	-1	6	15	0.85	14	-8	11
CCN1CCN(c2cc(C)c3cc(NC(=S)N4CCOCC4)ccc3n2)CC1	1.1	-3	-13	-21	-7	1.1	-4	5	-13
CCOC(=O)c1c(C2COc3ccccc3O2)csc1N (centres undefined)	1	45*	10	10	10	0.9	-8	-2	0
COc1ccc(N2CCOCC2)c(NC(=O)c2cccc3ccccc23)c1	0.91	22	15	8	-12	1.1	22	0	9
Cc1cccn2cc(CCNC(=O)Cc3cccs3)nc12	1	2	-21	-14	-14	1.1	2	-4	-2
CCOc1ccccc1-n1c(C)nc2cc(C(=O)O)ccc21	1	12	-11	-17	-13	1.1	-9	2	0
CCCCCCCCS(=O)C1CS(=O)(=O)CC1O (centres undefined)	0.95	-3	-8	8	-22	1.2	14	-7	5
NS(=O)(=O)c1ccc(CCNCc2ccccc2OCc2ccc(F)cc2)cc1	0.99	15	8	-13	-4	1	5	-1	1
Cc1ccc(S(=O)(=O)NCCC(=O)NCCc2ccc(S(N)(=O)=O)cc2)cc1C	0.9	-21	-7	5	5	0.95	7	6	10
Cc1ccc(-n2nnnc2SCC(=O)Nc2ccccc2N2CCCCC2)cc1C	1.1	13	12	7	-11	1.1	14	12	-6
COc1ccc(CCn2c(NCCCN3CCOCC3)nc3c2c(=O)[nH]c(=O)n3C)cc1	0.86	10	-3	-8	3	0.97	5	0	14
C=CC[C@H](CC(=O)NCCO)C(=O)NC[C@@H](OC(=O)[C@H](CC=C)CC(=O)OC(C)(C)C)c1ccccc1	0.91	-6	12	6	2	0.98	2	4	9
CC1(C(=O)O)CCC(C(=O)Nc2cccc(F)c2)C1(C)C (centres undefined)	0.97	7	-1	17	1	0.99	24	-6	2

Filtered by structure, the entries above containing a Cl atom
SMILES	mIAP activ	tim10-1 inh	Apaf-1 inh	TIM10 inh	hIAP inh	hIAP act	NALP3 yeast inh	ATG4B inh	mIAP block
CC(C)CC(=O)NC(Nc1ccc([N+](=O)[O-])cc1)C(Cl)(Cl)Cl (centres undefined)	0.96	29	-7	30	-5	1.1	2	3	4
Nc1nc(NS(=O)(=O)c2ccc(Cl)cc2)nn1-c1ccccc1	1	13	-27	-7	8	0.92	-7	0	-4
Cc1ccc(S(=O)(=O)N2[C@@H](c3ccc(Cl)c(Cl)c3)C(C(=O)O)=C[C@H]2CC2CCCC2)cc1	0.95	25	16	6	-4	1	17	25	5
O=C(C1=C(O)C(=O)N(c2ncccn2)C1c1cccc(Cl)c1)c1ccco1 (centres undefined)	0.93	16	-11	17	16	0.84	4	2	7
COc1cccc(C(=O)C2CN(c3ccccc3)CC2c2ccc(Cl)cc2)c1 (centres undefined)	0.97	22	0	14	19	0.81	-5	7	3
Cc1nc(-c2nc(-c3c(C(=O)NNC(=O)Nc4cccc(Cl)c4)noc3C)cs2)cs1	0.9	18	-5	1	0	1	17	-8	10
Cc1ccc(C(=O)Nc2ccc(N3CCN(C(=O)c4cccs4)CC3)cc2)c(Cl)c1	1.1	35	12	5	-3	1	21	-7	-10
Cn1ncc(Cl)c1C(=O)Nc1ccc(CN2CCCCC2)cc1	0.96	2	12	3	-25	1.2	10	-12	4
COc1n[nH]c(C(=O)Nc2cc(Cl)ccc2Cl)c1[N+](=O)[O-]	0.93	1	-8	30	-4	1	33	-7	7

Screening results: PubChem, Sanford-Burnham Center for Chemical Genomics
